# Source: PubChem
# MC4R barr agon – MC4R agonists recruiting beta-arrestin, primary screen, cell-based, luminescence, agonist arm of biased-ligand search. Melanocortin receptor 4 (Homo sapiens), P32245. U2OS MC4R beta-arrestin complementation; percent of melanotan II response, DMSO zero. activation, % at 8.9 µM. 360,000 compounds, 0.98% hits. AID 540308, 2011;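 active = activation above a per-plate cutoff, the mean activation of sample wells on that plate plus 3 SD, cut at about 8% in these data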
# SRC3 inh – SRC3 coactivator transcriptional activity inhibitors, primary screen, cell-based, luminescence; inhibition, % at 3.6 µM; HEK293 GAL4-SRC3 luciferase reporter; Nuclear receptor coactivator 3 (Homo sapiens), Q9Y6Q9; 360,000 compounds, 0.17% hits;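 active = inhibition above a per-campaign cutoff, the mean of all compounds plus 3 SD, cut at about 60% in these data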;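 note: 0% = DMSO-treated cells and 100% = gossypol-treated cells at 36 µM; higher means less SRC3-driven luciferase light from the GAL4 reporter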
# NCOA1 inh – SRC1 coactivator transcriptional activity inhibitors, primary screen, cell-based, luminescence; HEK293 GAL4-SRC1 luciferase reporter; 360,000 compounds, 0.12% hits; inhibition, % at 3.6 µM; Nuclear receptor coactivator 1 (Homo sapiens), Q15788;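 active = inhibition above the campaign mean plus 3 SD, with each screening campaign given its own cutoff, cut at about 60% in these data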;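 note: 0% = DMSO treated cells and 100% = gossypol at 36 µM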
# NOD2 RIPK2 PPI – NOD2-RIPK2 binding disruptors in cells, primary screen, fluorescence, CHO cells, BLA complementation | inhibition, % at 4.98 µM | 360,000 compounds, 0.38% hits | Receptor-interacting serine/threonine-protein kinase 2 (Homo sapiens), O43353 | CCF4 ratio | AID 624267, 2012; in the data active = inhibition above about 21%;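 note: 0% = vehicle only and 100% = reference blocker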
# TLR9-MyD88 inh – inhibitors of TLR9-MyD88 association in cells, primary screen, cell-based, CHO, BLA complementation, fluorescence; Toll-like receptor 9 (Homo sapiens) + Myeloid differentiation primary response protein …; CCF4 FRET ratio; inhibition, % at 4.98 µM; 340,000 compounds, 0.21% hits; AID 504734, 2011;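 active = inhibition above the mean over all tested compounds plus 3 SD, cut at about 21% in these data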;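 note: 0% = DMSO only wells and 100% = clavulanate BLA inhibitor control wells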
# NR2F2 inh – NR2F2 transcriptional activity inhibitors, primary screen, cell-based, luciferase reporter, HEK293T, luminescence. inhibition, % at 8.6 µM. HEK293T NGFI-A luciferase reporter. COUP transcription factor 2 (Homo sapiens), P24468. 370,000 compounds, 0.7% hits;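 active = inhibition above a per-plate cutoff, mean inhibition of test wells between control levels plus 3 SD, cut at about 38% in these data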;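 note: cells cotransfected with COUP-TFII expression vector driving the NGFI-A reporter; 0% = median of COUP-TF2 test wells and 100% = reporter-only cells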
# Target sequence (P24468 whole entry, looked up): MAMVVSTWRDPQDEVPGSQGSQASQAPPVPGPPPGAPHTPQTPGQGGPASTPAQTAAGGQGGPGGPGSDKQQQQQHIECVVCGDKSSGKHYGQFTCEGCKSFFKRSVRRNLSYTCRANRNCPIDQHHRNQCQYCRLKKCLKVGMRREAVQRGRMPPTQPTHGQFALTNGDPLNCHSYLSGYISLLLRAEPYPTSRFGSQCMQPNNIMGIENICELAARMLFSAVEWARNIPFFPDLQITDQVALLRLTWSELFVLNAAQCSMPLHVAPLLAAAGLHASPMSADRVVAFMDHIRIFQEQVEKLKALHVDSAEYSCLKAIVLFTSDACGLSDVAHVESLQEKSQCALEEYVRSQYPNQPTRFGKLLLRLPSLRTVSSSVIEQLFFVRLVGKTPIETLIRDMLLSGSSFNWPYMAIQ
# MC4R antag cAMP – MC4R antagonists of cAMP signaling, primary screen, cell-based, TR-FRET, antagonist arm of biased-ligand search | Melanocortin receptor 4 (Homo sapiens), P32245 | MC4R-expressing cells, MTII-stimulated cAMP, LANCE TR-FRET | inhibition, % at 6.5 µM | 360,000 compounds, 0.48% hits | AID 540295, 2011;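 active = inhibition above its plate's cutoff, the mean of tested wells on that plate plus 3 SD, cut at about 29% in these data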;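 note: 0% = Melanotan II alone and 100% = Melanotan II plus saturating MCL0020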
#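 material = U2OS cells stably expressing human melanocortin 4 receptor (MC4R) | also added = Melanotan II challenge | dosing = single nominal compound dose of 6.5 µM | detection = TR-FRET with Eu-cAMP and labeled anti-cAMP, 671 nm | replication = singlicate | timing = compound 30 min, challenge 1 h, detection 1 h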
# EBV LMP1 NFkB – EBV LMP1-driven NF-kappaB luciferase reporter inhibitors, primary screen, cell-based, luminescence, single point. LMP1-induced NF-kappaB luciferase reporter cells. inhibition, % at 12.5 µM. 350,000 compounds, 0.69% hits; in the data active = inhibition above about 41%;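 note: 0% = neutral control wells and 100% = reference inhibitor control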
# NCOA2 inhibitor – inhibition of GAL4-SRC2 driven luciferase reporter, primary screen, SRC2 inhibitor project, cell-based, luminescence; Nuclear receptor coactivator 2 (Homo sapiens), Q15596; HEK293 GAL4-SRC2 luciferase reporter; inhibition, % at 9 µM; 370,000 compounds, 0.17% hits; AID 651957, 2012;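 active = inhibition above the mean inhibition of all tested compounds plus 3 SD, set per campaign, cut at about 52% in these data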;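 note: 0% = DMSO treated cells and 100% = cells given Gossypol at 36 µM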
# NR5A2 inv ag – LRH-1 (NR5A2) inverse agonists, primary screen, cell-based, luminescence, HEK293T, StAR-luciferase reporter; Nuclear receptor subfamily 5 group A member 2 (Homo sapiens), O00482; LRH-1 transfected, 24 h; inhibition, % at 3.6 µM; 360,000 compounds, 0.13% hits; AID 602396, 2012;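 active = inhibition above the mean inhibition of all tested compounds plus 3 SD, cut at about 73% in these data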;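 note: 0% = DMSO wells and 100% = reporter-only cells lacking LRH-1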
# Target sequence (O00482 whole entry, looked up): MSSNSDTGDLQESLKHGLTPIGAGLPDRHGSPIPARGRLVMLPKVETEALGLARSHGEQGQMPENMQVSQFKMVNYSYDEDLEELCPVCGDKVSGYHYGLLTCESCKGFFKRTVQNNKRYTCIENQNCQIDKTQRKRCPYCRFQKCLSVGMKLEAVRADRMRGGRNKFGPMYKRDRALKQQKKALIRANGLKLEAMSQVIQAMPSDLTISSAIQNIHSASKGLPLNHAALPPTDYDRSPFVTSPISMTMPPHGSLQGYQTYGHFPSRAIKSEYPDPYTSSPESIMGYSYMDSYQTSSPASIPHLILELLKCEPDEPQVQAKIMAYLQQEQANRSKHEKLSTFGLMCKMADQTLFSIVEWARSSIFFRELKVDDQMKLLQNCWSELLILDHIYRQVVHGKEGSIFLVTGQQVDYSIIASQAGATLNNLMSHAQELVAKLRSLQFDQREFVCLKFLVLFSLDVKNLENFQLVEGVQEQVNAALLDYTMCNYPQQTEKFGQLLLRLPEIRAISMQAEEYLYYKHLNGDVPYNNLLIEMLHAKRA
# ABHD5-PLIN5 inh – ABHD5-PLIN5 interaction inhibitors, primary screen, cell lysate, split luciferase complementation, luminescence | Split G. princeps luciferase complementation, 4 h | inhibition, % at 4 µM | 360,000 compounds, 0.78% hits;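 active = inhibition above the mean inhibition across every tested compound plus 3 SD, cut at about 22% in these data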;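 note: 0% = DMSO only wells and the 100% control is not disclosed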
# Active calls of the source: *; / = not tested or not shown.
SMILES,MC4R barr agon,SRC3 inh,NCOA1 inh,NOD2 RIPK2 PPI,TLR9-MyD88 inh,NR2F2 inh,MC4R antag cAMP,EBV LMP1 NFkB,NCOA2 inhibitor,NR5A2 inv ag,ABHD5-PLIN5 inh
CCC(C)C(N)C1=NC(C(=O)N[C@@H](CC(C)C)C(=O)N[C@H](CCC(=O)O)C(=O)N[C@H](C(=O)N[C@H]2CCCCNC(=O)[C@H](CC(N)=O)NC(=O)[C@@H](CC(=O)O)NC(=O)[C@H](Cc3cnc[nH]3)NC(=O)[C@@H](Cc3ccccc3)NC(=O)[C@H]([C@@H](C)CC)NC(=O)[C@@H](CCCN)NC2=O)[C@@H](C)CC)CS1 (stereo not given in full),1.3,8,11,-14,-2,-1,3,5,1,12,-12
O=C(NCc1cc([N+](=O)[O-])ccc1O)c1cc(-c2ccncc2)nc2ccccc12,-3.9,-1,-1,-5,-5,0,3,-5,0,17,2
CCC(C)Oc1nc2c(c(=O)n(C)c(=O)n2C)n1C (stereo not given),0.1,10,3,-2,13,14,-4,6,18,4,-1
COc1ccc(-c2noc(CCC(=O)O)n2)cc1,-2.5,9,2,-5,-10,15,-1,0,29,16,-3
Cc1noc(C)c1S(=O)(=O)Nc1ccc(C(=O)NC2CCCCC2C)cc1 (stereo not given),0.7,-5,-1,-15,-9,6,7,3,6,7,-1
CC(=O)c1ccc(OCc2cc(C(=O)N(C)C3CCOC3)no2)cc1 (stereo not given),3.9,-36,-50,-6,-17,-29,0,-10,-79,-56,4
CCN1CCCC1CNC(=O)c1ccc2c(c1)NC(=O)/C(=C\c1ccccc1F)S2 (stereo not given),-0.3,-21,-15,-6,5,0,-12,-8,-11,-8,10
O=C1N/C(=C/c2cccn2-c2ccc(F)cc2)C(=O)N1Cc1ccccc1F,7.7,8,9,16,-15,14,-5,0,11,-1,11
Brc1ccc(CN2CCCCCC2)cc1,-2.7,15,-19,-5,-4,-2,14,2,-18,-9,4
CCOC(=O)C1CCN(Cc2nnc(-c3ccccc3C)o2)CC1,-0.9,11,5,3,1,9,2,7,16,-5,-15
COc1ccc2c(c1)c(C(=O)N/N=C/c1ccccc1Cl)c(C)n2C,2.5,18,10,-2,-6,3,4,-2,-28,0,-8
COC(=O)c1ccccc1NC(=O)c1cc2sccc2n1C,5.2,-4,3,8,-7,6,6,-8,7,-3,-4
CC(CC(=O)N1CCN(c2ccc(C(F)(F)F)cn2)CC1)n1ccnc1 (stereo not given),-0.7,4,5,-15,-5,21,-5,2,-10,7,7
CCOc1ccccc1NC(=O)C(CC)Sc1nc2ccncc2[nH]1 (stereo not given),-2.6,16,9,-15,-2,-1,17,-4,-54,15,-7
Cc1ccccc1-c1nc(C(=O)NCC2CCCO2)cc2c1[nH]c1ccccc12 (stereo not given),-1.6,0,-5,4,-2,30,10,15,10,23,-6
CCC(C)NC(=O)CC(NS(=O)(=O)c1ccc(Cl)cc1)c1ccco1 (stereo not given),1.6,10,8,-10,-3,11,18,-1,-23,5,0
CN(C)C(=O)COc1ccc2c3c(c(=O)oc2c1)CCCC3,-1.0,-5,-8,-5,5,-20,5,6,-26,29,5
COc1ccc(C)cc1NC(=O)C(c1ccccc1)N1CCNC(=O)C1 (stereo not given),1.3,13,-18,-8,-4,/,8,-4,/,-10,-2
CC(NC(=O)c1ccccc1NC(=O)CSc1nnnn1C)c1ccccc1 (stereo not given),1.0,-19,10,-2,-6,14,14,10,0,5,0
O=C(Nc1ccccc1)NC1CCCCNC1=O (stereo not given),0.2,6,6,-8,/,-16,11,/,-7,-9,-2
COc1ccc(S(=O)(=O)N2CCC(C(=O)O)(c3ccccc3)CC2)cc1,-0.5,-3,-8,1,-4,-21,3,2,3,2,-1
COc1ccccc1CNC(=O)c1ccc(N2CCOCC2)c([N+](=O)[O-])c1,-1.4,9,7,2,13,-3,-2,-2,-27,14,-1
CCN(c1ccccc1)S(=O)(=O)c1ccc(NC(=O)c2ccco2)cc1,-0.5,19,-18,1,1,13,10,-4,-6,-2,-10
CCC1CCC2(CC1)SCC(=O)N2c1ccccc1 (stereo not given),-0.7,16,8,-2,/,-5,7,/,2,8,-2
Cc1cccc(N2CCN(C(=O)CCCSc3nc4ccccc4[nH]3)CC2)c1C,3.0,9,-6,-3,-7,13,5,6,13,-25,-4
COc1ccccc1CCNC(=O)CSc1nnc2ccc(-c3cccnc3)nn12,5.9,14,16,-2,1,-7,-2,2,19,6,7
CC(=O)c1ccc(OC(=O)C(CCS(C)(=O)=O)N2C(=O)c3ccccc3C2=O)cc1 (stereo not given),-0.7,7,10,-7,4,4,7,6,19,6,2
CCOC(=O)Cn1c(=O)oc2ccc(C)cc21,-1.9,15,10,1,-6,-11,4,1,1,-14,-4
COc1cc(NC(=O)CN2C(=O)COc3ccc(S(=O)(=O)N4CCCC4)cc32)cc(OC)c1,-0.7,17,-12,-3,-13,9,-3,-10,5,16,2
O=C(CCS(=O)(=O)c1ccc(Br)cc1)N1CCN(c2ccc(Cl)cc2)CC1,2.3,8,1,-12,-5,2,7,19,4,-2,9
O=C(Nc1cc2c3c(c1)CC(=O)N3CCC2)c1ccc(Br)o1,-1.1,-18,-15,6,1,-18,12,-5,-14,-14,-3
O=C(CN1CCN(Cc2ccccc2)CC1)NCCc1ccccc1,-1.6,-8,6,-2,-9,12,1,12,-16,-3,-7
CCN1CCc2c(sc(NC(=O)c3ccc(S(=O)(=O)N4CC(C)OC(C)C4)cc3)c2C(N)=O)C1 (stereo not given),-1.1,-35,-6,-16,4,14,0,-17,-9,-15,2
COc1ccc(-c2cc(NCCc3ccncc3)n3ncnc3n2)cc1,-1.2,-3,-12,-11,0,-10,-1,-22,-8,5,0
O=C(/C=C/[C@H]1O[C@@H](n2ccc(=O)[nH]c2=O)[C@H](O)[C@@H]1O)NCC1CCCO1 (stereo not given in full),/,-15,8,2,/,-5,/,/,0,18,4
CCN1C(=NCCc2ccccn2)N[C@@H](c2cccc(C(F)(F)F)c2)C(C(=O)OC)=C1C,-2.1,-7,-6,1,7,3,-4,-1,3,-1,-4
CCCCNC(=O)Nc1nnc(C(C)(C)C)s1,0.3,-1,-11,-6,0,-18,0,-4,-31,3,3
CCc1nc2ccccc2[nH]1,-0.7,-5,-25,5,12,6,5,3,15,4,-1
Cc1ccc(S(=O)(=O)NC(=O)C2(C)CCN2C(=O)Cc2cc(F)ccc2F)nc1 (stereo not given),-0.5,-4,-10,-5,/,-17,4,/,1,-24,-3
CCn1ncc(Br)c1C(=O)Nc1ccc(C(=O)OC(C)C)cc1,1.4,14,-5,-5,-15,-7,12,3,-34,-12,-4
CCCc1nnc(NC(=O)CN2C(=O)c3ccccc3C2=O)s1,-0.3,10,3,-12,-3,23,0,10,3,-7,1
Cc1cccc(NC(=O)c2nc(-c3ccccc3)n(-c3ccccc3)n2)c1C,-1.3,27,-5,0,11,6,4,-8,-19,2,-6
CS(=O)(=O)N1CCN(C(=O)c2ccc(Br)s2)CC1,-2.2,2,13,1,0,16,11,6,-16,-17,-8
Clc1cccc(-c2csc(Nc3cccnc3)n2)c1,-0.4,-4,-20,-3,-3,-5,3,-29,-41,14,0
O=C(Cc1ccc(NC(=O)C2CCN(C(=O)C3CCC3)CC2)cc1)Nc1cccc(C(=O)N2CCCCC2)c1,-1.7,8,2,-6,5,-24,1,3,2,0,9
Cn1nc(-c2ccccc2)cc1NS(=O)(=O)c1ccc(C#N)cc1,1.6,6,-31,-7,-8,9,5,-4,-16,-8,-15
COc1cccc(C2C(C(=O)OCc3ccccc3)=C(C)Nc3ncnn32)c1OC (stereo not given),-1.4,5,-12,-3,-9,-1,12,-2,-15,-31,-3
CC(Oc1ccccc1)C(=O)N1CCN=C1SCc1ccc(F)cc1 (stereo not given),-3.3,13,10,-1,7,18,18,3,-22,7,-1
Cc1onc(-c2c(F)cccc2Cl)c1C(=O)NC(=S)NC1CCSC1=O (stereo not given),-1.4,0,-40,-6,-2,2,0,9,-28,3,-2
COC(=O)c1cc(S(=O)(=O)N2CCC(C(N)=O)CC2)oc1C,0.7,27,8,3,1,9,1,-3,11,-10,1
OC1(c2cccs2)CN(c2ccc(Cl)cc2)C2=[N+]1CCCS2 (stereo not given),0.2,-5,-17,-2,4,4,0,13,15,-1,7
Cc1ccc(NC(=O)CSc2ccc(Br)cc2)cc1S(=O)(=O)N1CCOCC1,-0.1,-2,0,-5,-9,4,-9,3,19,-12,-11
CC(C)(C)c1ccc(-n2ncc3c2CCCC3NC(=O)C2(C(N)=O)CC2)cc1 (stereo not given),-2.3,29,-12,-3,-1,65*,8,-10,27,30,1
COc1ccc2c(c1)c1nnc(SCC(=O)NC3CC3)nc1n2C,0.3,-2,0,-3,-1,9,12,7,4,8,-8
Cc1nn(-c2ccccc2)c2c1C(c1ccccc1)C(C#N)=C(N)O2 (stereo not given),-0.6,5,-2,-8,-1,-3,6,6,7,5,-44
O=C(Cc1n[nH]c(=O)[nH]c1=O)N/N=C/CCc1ccccc1,-1.9,21,-30,5,3,10,-3,-6,5,6,1
O=C(Cc1ccc(Br)cc1)Nc1ccccc1Cl,-0.6,-10,2,-15,-4,9,-4,-6,-4,2,-5

# Limited to NCOA2 inhibitor and MC4R barr agon (two entries from above):
smiles	NCOA2 inhibitor	MC4R barr agon
Cc1cccc(N2CCN(C(=O)CCCSc3nc4ccccc4[nH]3)CC2)c1C	13	3.0
COc1ccc(-c2noc(CCC(=O)O)n2)cc1	29	-2.5

# A portion of the library; count on the stated rates, not on these rows.
